# VP16 counter: Gal4-VP16 reporter inhibition counter-screen; Drosophila S2 Gal4-VP16 UAS-luciferase, luminescence, 20 h; Potency, µM (highest dose often 53.6 µM), without a hit: top-dose activity, negative = inhibition, hits mostly inhibitors; 310,000 compounds, 3.5% hits;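 further: Gal4-VP16 expression switched on by copper sulfate through the metallothionein promoter; on the % scale 0 is the no-effect control and ±100 the full control effect; nearly all actives have a fitted effect of over 50% in size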
# FLuc counter: firefly luciferase modulation, counter-screen for miR-21 project; P08659; Potency, µM (top dose mostly 57.5 µM), for inactives: at the top dose activity change, negative = inhibition, hits mostly inhibitors; AID 588342; purified FLuc, Km substrates, luminescence inhibition; 360,000 compounds, 6.9% hits;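 further: plate controls were vehicle for no effect and reference inhibitor for full effect; nearly all actives have a fitted effect of over 55% in size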
# Target sequence (P08659 whole entry, looked up): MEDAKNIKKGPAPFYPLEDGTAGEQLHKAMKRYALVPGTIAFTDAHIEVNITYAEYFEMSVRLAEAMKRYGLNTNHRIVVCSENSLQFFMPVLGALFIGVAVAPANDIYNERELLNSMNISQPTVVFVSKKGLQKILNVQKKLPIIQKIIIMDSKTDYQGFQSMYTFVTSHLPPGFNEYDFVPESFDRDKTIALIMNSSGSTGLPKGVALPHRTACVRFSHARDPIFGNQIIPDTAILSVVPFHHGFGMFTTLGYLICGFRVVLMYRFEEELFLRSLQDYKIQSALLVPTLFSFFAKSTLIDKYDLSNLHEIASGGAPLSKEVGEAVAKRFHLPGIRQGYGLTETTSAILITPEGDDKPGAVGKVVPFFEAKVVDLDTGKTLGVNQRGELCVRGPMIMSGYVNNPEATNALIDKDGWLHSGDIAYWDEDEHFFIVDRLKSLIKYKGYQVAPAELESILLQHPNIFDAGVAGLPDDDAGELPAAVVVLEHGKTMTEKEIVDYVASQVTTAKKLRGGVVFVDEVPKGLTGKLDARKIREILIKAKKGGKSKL
#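 Purified P. pyralis luciferase, 10 nM final, with Km-level 10 uM D-luciferin and 10 uM ATP in 50 mM Tris acetate pH 7.5, 10 mM Mg acetate, 0.01% Tween-20, 0.05% BSA; 6-point qHTS titration about 60 µM downward; luminescence read.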
# p53 reactivator: mutant p53 re-activation in reporter cells; H1299 p53-A138V BP100-luciferase reporter, luminescence, 24 h; 320,000 compounds, 0.063% hits; Potency, µM (series often up to 92.2 µM), for the others: at the highest dose activity change, positive = activation, actives largely listed as activators; further: % of control where 0% means no effect; nearly all actives have a fitted effect of over 45% in size
#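 p53-null H1299 cells stably carrying temperature-sensitive p53-A138V and a BP100-luciferase reporter were pinned with compounds (4-point, 1:5 series) and held 24 hrs at 37 deg C. Luminescence was read 10 min after detection reagent.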
# uPA generation: inhibitors of cell surface uPA generation; 330,000 compounds, 0.31% hits; cell surface uPA generation assay, qHTS; Potency, µM (top dose mostly 38.3 µM), without a hit: top-dose activity change, negative = inhibition, actives largely listed as inhibitors; active means well fitted inhibition curve with a large enough effect; inconclusive means small, poorly fitted or top-dose-only effect; inactive means no such curve, though single readings can be large or run the other way; tested in mouse RAW 264.7 cells; further: on the % scale 0 is the no-effect control and ±100 the full control effect; nearly all actives have a fitted effect of over 55% in size
# ELG1 genotoxic: genotoxicity induction in ELG1-luciferase HEK293T cells | HEK293T ELG1-luciferase reporter, luminescence, 16 h | Potency, µM (highest dose often 46 µM), without a hit: at the top dose activity change, positive = activation, usual class: activators | 330,000 compounds, 1.3% hits | AID 504466; further: % of control where 0% means no effect; nearly all actives have a fitted effect of over 60% in size
#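 Genotoxicity was scored as increased ELG1-luciferase reporter signal, measured by ONE-Glo luminescence (30 min, room temperature). Compound or vehicle exposure of the HEK293T reporter cells lasted 16 hr at 37°C.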
# MBNL1 CUG block: blocks human MBNL1 binding to CUG repeat RNA. 280,000 compounds, 0.036% hits. TR-FRET MBNL1-His/biotin-(CUG)12 binding, 665/545 ratio. Potency, µM (doses to about 57.5 µM), inactives show at the top dose activity change, negative = inhibition, usual class: inhibitors; active means well fitted inhibition curve with a large enough effect in the signal ratio, with a control signal flat, not every such curve was filed as active; inconclusive means small, poorly fitted or top-dose-only effect, or effect the other way, or a change in a side signal; inactive means no such curve, though single readings can be large or run the other way; the % refers to the signal ratio; further: on the % scale 0 is the no-effect control and ±100 the full control effect
# Target sequence (Q9NR56 whole entry, looked up): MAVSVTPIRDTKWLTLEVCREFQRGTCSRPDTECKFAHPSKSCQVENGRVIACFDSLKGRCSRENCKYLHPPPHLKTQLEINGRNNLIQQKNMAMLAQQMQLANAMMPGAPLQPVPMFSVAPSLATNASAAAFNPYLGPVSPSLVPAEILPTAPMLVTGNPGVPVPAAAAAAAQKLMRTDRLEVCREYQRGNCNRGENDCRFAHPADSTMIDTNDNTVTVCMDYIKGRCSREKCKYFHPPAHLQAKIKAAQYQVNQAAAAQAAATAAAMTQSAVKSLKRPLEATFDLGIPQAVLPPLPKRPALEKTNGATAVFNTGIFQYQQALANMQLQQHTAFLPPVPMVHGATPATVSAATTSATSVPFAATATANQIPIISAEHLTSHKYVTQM
#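 Inhibition of protein-RNA binding appears as loss of TR-FRET between terbium anti-His antibody on MBNL1-His and streptavidin-XL665 on biotin-(CUG)12. Activity is normalized to buffer-only and uninhibited-complex controls.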
# Rab9 prom act: activates the Rab9 promoter | Potency, µM (doses to about 9.22 µM), for inactives: at the highest dose activation, negative = inhibition, usual class: activators | AID 485297 | 320,000 compounds, 2.8% hits | Huh7 Rab9 promoter-luciferase reporter, luminescence, 24 h; further: % of control where 0% means no effect; nearly all actives have a fitted effect of over 60% in size
#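 Measured in stably transfected Huh7 cells bearing a Rab9 promoter–luciferase construct: 24 h compound treatment at 37 °C, followed by luminescence detection.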
# RORgamma inh: blocks mouse ROR gamma transcriptional activity. P51450. Drosophila S2 Gal4-RORgamma UAS-luciferase reporter, 20 h. Potency, µM (doses to about 53.6 µM), inactives show top-dose activity change, negative = inhibition, usual class: inhibitors. 310,000 compounds, 5.4% hits. AID 2551; further: on the % scale 0 is the no-effect control and ±100 the full control effect; nearly all actives have a fitted effect of over 60% in size
#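 Stable Schneider cell line, Gal4 DNA-binding domain fused to ROR gamma, UAS-luciferase. Cmpd 1 hr RT → CuSO4 700 uM final → 20 hr RT → luciferase reagent 10 min → luminescence.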
# BRCA1 expr up: BRCA1 expression activation; MCF7-BRCA1-FFLuc reporter, luminescence, 48 h; response scale: scaled: vehicle 0%, 10 µM genistein 100%; Potency, µM (doses to about 46.1 µM), without a hit: at the highest dose activation, hits mostly activators; 380,000 compounds, 1.1% hits; further: nearly all actives have a fitted effect of over 80% in size; some results filed as inactive show a strong effect at the top dose
#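 Cells: MCF7-BRCA1-FFLuc, 2000/well. Exposure: 48 h, 37 °C, 5% CO2. Read: luminescence, 15 min post-substrate. Controls: genistein 10 microM (maximal activation), DMSO (neutral).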
# NPC1 prom act: activators of NPC1 promoter; 320,000 compounds, 2.4% hits; Potency, µM (series often up to 9.22 µM), without a hit: at the top dose activation, most hits filed as activators; Huh7 NPC1 promoter luciferase reporter, 24 h;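 further: % of control where 0% means no effect; nearly all actives have a fitted effect of over 60% in size; reporter is driven by a mutant NPC1 promoter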
#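 Huh7 cells stably carrying NPC1 promoter–luciferase, plated in Opti-MEM with 10% FBS for 2 h, were exposed to compound in DMSO for 24 h at 37 °C; luciferase reagent was added for 10 min and luminescence read.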
# MLL CXXC-DNA inh: blocks binding of human MLL CXXC domain to DNA | Q03164 | MLL-CXXC / FITC-HOXA9 DNA fluorescence polarization | Potency, µM (highest dose often 115 µM), without a hit: at the highest dose activity change, negative = inhibition, actives largely listed as inhibitors | 290,000 compounds, 0.037% hits; active means well fitted inhibition curve with a large enough effect in the polarisation, with a control signal flat, not every such curve was filed as active; inconclusive means small, poorly fitted or top-dose-only effect, or effect the other way, or a change in a side signal; inactive means no such curve, though single readings can be large or run the other way; the % refers to the polarisation
#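 Purified MLL-CXXC (added from a 7 uM solution) was preincubated 5 min at ambient with pinned compounds in 50 mM Tris-HCl pH 7.5, 50 mM NaCl, 1 mM DTT, 0.05% BSA. Fluorescein-labeled HOX-A9 DNA (50 nM solution) followed, 30 min, then polarization read.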
# Starred values were filed as active, the others as inactive; ? = inconclusive; nt = not tested or not shown; & = joins results of further samples; [ ] = remark or other dose. Unless noted, the call rests on the fitted dose curve; in most records, active means well fitted curve in the direction sought with a large enough effect; inconclusive means small, poorly fitted or top-dose-only effect, or another doubt; inactive means no such curve, though single readings can be large; an effect the other way counts as inactive or inconclusive. Potency means the concentration at half of the fitted maximal effect.
# Each structure is followed by: VP16 counter | FLuc counter | p53 reactivator | uPA generation | ELG1 genotoxic | MBNL1 CUG block | Rab9 prom act | RORgamma inh | BRCA1 expr up | NPC1 prom act | MLL CXXC-DNA inh
O=C(CSc1ccc2nnc(-c3cccc(F)c3)n2n1)NCC1CCCO1 (configuration not stated)
 : -6.1% | -1.3% | 3.8% | nt | 0.6% | 18.7% | -2.0% | -19.4% | 1.6% | -3.3% | 7.2%
O=C1c2cccnc2C(=O)N1c1cccc(-c2nc3ccccc3o2)c1
 : nt | 3.79µM* | 23.6% | -3.3% | 2.6% | 14.0% | -7.1% | -41.0%[0.365 µM] | -18.1% | 0.6% | 1.2%
c1ccc(OCc2nnc3sc(C4COc5ccccc5O4)nn23)cc1 (configuration not stated)
 : -5.7% | -17.9% | 2.4% | -3.1% | 0.8% | -11.9% | 5.6% | 23.7% | -0.8% | 8.5% | 2.6%
O=C(CC1C(=O)NC2CCCCC2N1C(=O)c1ccc([N+](=O)[O-])cc1)Nc1ccccc1 (configuration not stated)
 : -1.5% | -0.3% | -0.8% | 2.9% | -5.7% | ? | -1.8% | 3.3% | -10.8% | -4.2% | 1.5%
COc1cc2c(C(=O)N3CCCc4ccccc43)cn(C)c(=O)c2cc1OC
 : 0.8% | 3.3% | -5.1% | 1.3% | 2.9% | -6.4% | 4.7% | 12.6% | 10.1% | 2.2% | 6.4%
Cc1ccc(C(=O)NCCNC(=O)c2ccc(C)nc2)cc1
 : -4.4% | -0.6% | -1.4% | -5.4% | 5.3% | 5.3% | 4.4% | 15.4% | -13.4% | -2.4% | -5.9%
Cc1sc2nc(CSc3cccc(C(F)(F)F)c3)[nH]c(=O)c2c1C
 : -20.6% | 2.2% | 1.1% | 4.8% | 6.4% | 3.8% | -3.3% | ? | -12.1% | 1.5% | 5.6%
Cc1ccc(C(=O)COC(=O)CNS(=O)(=O)c2ccccc2)cc1[N+](=O)[O-]
 : -20.2% | -10.1% | 3.8% | 7.4% | -2.0% | ? | -4.6% | 35.5% | -8.0% | 2.0% | -3.5%
O=C1CC(c2cc(Br)ccc2F)c2cc3c(cc2N1)CCC3 (configuration not stated)
 : -13.9% | 1.0% | ? | nt | 0.1% | 15.9% | -14.5% | -11.4% | -80.9% | -18.9% | 11.2%
Cc1sc(N/N=C/c2ccco2)nc1-c1ccccc1
 : ? | 9.53µM* | ? | -19.8% | ? | 15.8% | 29.8% | 11.2µM* | -14.8% | 15.9% | 11.0%
O=C(OCc1ccc([N+](=O)[O-])cc1)C1CCN(S(=O)(=O)c2ccccc2)CC1
 : -8.9% | 0.9% | 2.3% | -1.1% | -1.6% | nt | -3.1% | -8.1% | -1.0% | -4.6% | 14.8%
CCN(CC)CCCNC(=O)CC1Oc2ccc(C)cc2NC1=O (configuration not stated)
 : 9.2% | -1.2% | 0.2% | -9.0% | -1.4% | 2.2% | -2.9% | 1.8% | -4.9% | 0.4% | -0.2%
COCC(=O)NNC(=S)Nc1cccc(C)c1C
 : -16.8% | -0.8% | 12.8% | -0.4% | -0.5% | -0.9% | 0.7% | ? | 0.0% | -1.1% | -2.4%
Cc1ccc(C)c(N2CCN(S(=O)(=O)c3ccc4c(c3)NC(=O)CO4)CC2)c1
 : 2.0% | 2.8% | 0.0% | 4.1% | -5.5% | -4.0% | -5.8% | -9.0% | 10.4% | -6.0% | -2.2%
CC1CCN(S(=O)(=O)c2ccc3c(c2)c(=O)c(C(=O)N2CCOCC2)cn3C)CC1
 : -7.0% | 2.5% | 6.0% | -21.8% | -1.5% | -1.4% | 0.8% | 1.7% | 0.2% | -2.1% | -0.7%
COc1ccc(CCN(C)C(=O)c2cncc(Br)c2)cc1OC
 : -8.7% | -0.1% | -0.1% | -1.7% | 0.6% | 3.0% | -2.7% | -6.0% | -3.5% | -1.5% | 47.9%[activator]
CCCCN(C)C(=O)c1coc(=O)c2ccccc12
 : -0.4% | 6.2% | 5.9% | 2.6% | -2.9% | -18.0% | 0.4% | 13.8% | -3.8% | -0.4% | 6.5%
CCCOc1cccc(-c2nc3ccccc3c(=O)o2)c1
 : -22.0% | 8.49µM* | 15.9% | -9.0% | ? | -13.3% | 25.6% | 0.9% | 51.9% | 8.0% | -7.9%
CC(=O)Nc1ccc(S(=O)(=O)Nc2ccc(NC(=O)c3ccco3)cc2)cc1
 : -10.3% | -35.5% | -13.9% | 4.4% | 1.3% | -24.8% | -13.7% | 6.5% | 18.6% | -0.3% | -1.9%
CC(=O)N/N=C/c1cc(C(C)(C)C)cc(/C=N/NC(C)=O)c1O
 : 14.1µM* | 1.0% | 8.5% | -5.7% | 0.4% | 26.8% | -0.7% | 2.82µM* | -73.2% | -3.0% | ?
CCN(CC)c1ncnc2c1ncn2Cc1c(Cl)cccc1Cl
 : 4.1% | -18.1% | -13.4% | -3.2% | -3.3% | -12.4% | -0.7% | ? | -19.1% | -8.1% | 6.1%
COc1cc(NC(=O)CSc2nc3[nH]ncc3c(=O)n2-c2ccc(Cl)cc2)cc(OC)c1
 : 3.5% | -8.7% | -2.3% | -5.3% | 2.3%[9.26 µM] | -5.7% | 2.7% | 39.3% | -32.7% | 1.0% | 6.1%
O=C(NCC(c1ccco1)N1CCc2ccccc2C1)c1c(F)cccc1F (configuration not stated)
 : nt | 2.6% | -2.1% | 14.6% | -1.0% | nt | -1.3% | nt | -16.1% | -3.7% | nt
CN1CCN(S(=O)(=O)c2cccc(S(=O)(=O)c3ccc(Cl)c(Cl)c3)c2)CC1
 : 3.6% | -2.4% | -11.0% | 2.7% | 2.1% | ? | 0.0% | 15.5% | -27.3% | -2.6% | 12.0%
CCc1ccc(N/C(N)=N/c2nc(CSc3ncccn3)cc(=O)[nH]2)cc1
 : -8.7% | -1.8% | -1.3% | -10.5% | -6.6% | 2.5% | -9.4% | 22.3% | -24.8% | -8.7% | 0.4%
CC(=O)Nc1ccc(Nc2c([N+](=O)[O-])cc(S(C)(=O)=O)cc2[N+](=O)[O-])cc1
 : ? | 1.5% | ? | -7.5% | -1.2% | ? | 2.4% | ? | -61.0% | 0.9% | 0.8%
COc1ccc(NC(=O)COC(=O)CCCc2c[nH]c3ccccc23)cc1
 : -12.7% | -10.7% | -1.3% | -2.3% | 0.0% | -11.4% | 6.3% | -3.6% | -1.9%[1.84 µM] | 3.4% | 6.3%
NS(=O)(=O)c1cc(C(=O)NCC2CCCCC2)ccc1Cl
 : 27.6% | 5.1% | 12.0% | -8.8% | 1.3% | -2.6% | 4.0% | 19.1% | 0.7% | -2.7% | -0.8%
CS(=O)(=O)c1ccc(Cl)c(NC(=O)C2CCCCN2S(=O)(=O)c2ccccc2)c1 (configuration not stated)
 : nt | 1.7% | -6.3% | 3.9% | -3.0% | nt | -6.4% | nt | -14.2% | 0.4% | nt
C=CCNCc1ccc(C(=O)NCCCCCCC)cc1[N+](=O)[O-]
 : nt | -2.5% | 5.1% | -13.6% | 1.3% | nt | 0.3% | nt | 0.0% | 0.4% | nt
CC1(C)CC(=O)C=C(N2CCOCC2)C1
 : -2.6% | 0.7% | -0.4% | -1.2% | 0.7% | 0.2% | -2.1% | -3.8% | 2.0% | -1.6% | 3.8%
O=C(CCC1CCCCC1)Nc1ccccc1-c1ccccc1
 : -8.3% | -2.1% | 14.8% | 6.2% | -4.5% | -2.0% | -0.8% | 12.6% | -31.2% | -3.1% | -0.6%
COc1ccc(CNc2nc(-c3cccnc3)nn2C(C)=O)cc1
 : -8.2% | 6.8% | -2.1% | 1.4% | 2.4% | 1.0% | -8.6% | 2.9% | 0.2% | -0.5% | -4.9%
CC(C)CC(C(=O)NC1CCCCC1)N(Cc1ccccc1)C(=O)c1snc(C(N)=O)c1N (configuration not stated)
 : 5.9% | -0.5% | -3.1% | 2.6% | -10.8% | 16.9% | -0.1% | 38.4% | -31.6% | -5.4% | 4.7%
CC(C)(C)OC(=O)NC(Cc1ccccc1)C(=O)NC(CSC1CCCCO1)C(=O)NN (configuration not stated)
 : nt | 0.2% | nt | -0.8% | 1.2% | -1.5% | -0.2% | nt | 3.0% | -1.2% | -12.1%
O=C(NCCS(=O)(=O)N1CCN(c2ccc(F)cc2)CC1)C1CC(=O)N(c2ccccc2)C1 (configuration not stated)
 : 0.9% | -1.0%&-1.0% | -1.2% | -4.2% | 0.8%[9.26 µM] | 3.5% | -3.1% | -10.3% | -13.1% | -4.8% | 4.0%
CCOC(CNC(=O)Cn1nc(C)c2ccccc21)OCC
 : -4.8% | -3.3% | -4.0% | 16.5% | 0.6% | -5.2% | 2.0% | 1.2% | -9.1% | -3.3% | -7.7%

# Compound activity as filed in PubChem BioAssay.

# Only part of the results is shown; count on the stated rates, not on these rows.
